From PubChem BioAssay
TDP2 inh = human TDP2 enzyme inhibitors, primary screen, biochemical, epi absorbance, recombinant enzyme; Tyrosyl-DNA phosphodiesterase 2 (Homo sapiens), O95551; T5PNP hydrolysis, p-nitrophenol absorbance 415 nm; inhibition, % at 12.8 µM; 370,000 compounds, 0.34% hits;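 active = inhibition above the mean of all tested compounds plus 3 SD, set per campaign, cut at about 25% in these data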;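 note: 0% = DMSO with enzyme and 100% = buffer with substrate but no TDP2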
Target sequence (O95551 whole entry, looked up): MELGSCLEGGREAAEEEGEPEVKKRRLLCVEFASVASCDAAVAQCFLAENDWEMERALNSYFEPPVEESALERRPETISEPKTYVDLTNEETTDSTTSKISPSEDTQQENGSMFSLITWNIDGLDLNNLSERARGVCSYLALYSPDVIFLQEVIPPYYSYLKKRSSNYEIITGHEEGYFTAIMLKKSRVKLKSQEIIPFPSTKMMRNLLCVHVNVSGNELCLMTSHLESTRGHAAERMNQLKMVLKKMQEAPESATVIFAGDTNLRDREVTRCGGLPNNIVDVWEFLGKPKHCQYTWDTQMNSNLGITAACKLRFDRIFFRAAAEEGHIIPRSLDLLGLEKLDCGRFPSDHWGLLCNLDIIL
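Test system: Human TDP2 enzyme | Reagent: 5 mM T5PNP | Compound dosing: 12.8 µM single point, 1% DMSO | Incubation: Enzyme reaction with compound for 2 h at 37 °C | Technique: p-Nitrophenol epi absorbance | Read-out: % inhibition relative to enzyme-containing and enzyme-free wells | Benchmarks: High control without enzyme, low control DMSO plus TDP2 | Replicates: Singlicate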
ARFGAP1 inh = inhibitors of rat ARFGAP1 GAP activity, primary screen, biochemical, fluorescence polarization, GDP tracer | 360,000 compounds, 0.26% hits | inhibition, % at 16.5 µM | ADP-ribosylation factor GTPase-activating protein 1 (Rattus norvegicus), Q62848 | Arfgap1-stimulated ARF1 GTP hydrolysis, GDP FP detection;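 active = inhibition above a per-plate limit, mean inhibition of low control wells plus 3 SD, cut at about 25% in these data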;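 note: 0% = DMSO wells with enzyme and 100% = wells lacking Arfgap1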
Target sequence (Q62848 1-136 limits assumed): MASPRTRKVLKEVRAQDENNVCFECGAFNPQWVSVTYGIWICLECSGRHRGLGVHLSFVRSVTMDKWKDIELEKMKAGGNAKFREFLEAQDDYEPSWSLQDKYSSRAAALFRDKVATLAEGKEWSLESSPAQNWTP
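Material – truncated rat Arfgap1 GAP domain · Buffer or medium – HEPES-based buffer, pH 7.5 · Reagent – human ARF1(Δ1-17)-GTP substrate · Dosing – 16.5 µM single point, 1.26% DMSO · Schedule – GTP hydrolysis reaction 2 h at 25 °C · Technique – GDP detection by fluorescence polarization · Benchmarks – No-Arfgap1 wells (100%) versus DMSO full-reaction wells (0%) · Repeats – single replicate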
ADAM17 inh = ADAM17 inhibitors, primary screen, biochemical, QFRET; Disintegrin and metalloproteinase domain-containing protein 17 (Homo sapiens), P78536; recombinant ADAM17, EDANS/DABCYL FRET peptide cleavage; inhibition, % at 6.95 µM; 370,000 compounds, 0.83% hits;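 active = inhibition above the mean of compounds lying between control limits plus 3 SD, set per campaign, cut at about 8.5% in these data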;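 note: 0% = DMSO-only wells as the low control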
ADAM10 inh = human ADAM10 inhibitors, primary screen, biochemical, QFRET, HTS. Disintegrin and metalloproteinase domain-containing protein 10 (Homo sapiens), O14672. recombinant ADAM10, EDANS/DABCYL FRET peptide cleavage, 3 h. inhibition, % at 7 µM. 370,000 compounds, 0.62% hits;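 active = inhibition above a per-campaign cutoff equal to the mean of compounds falling between control-based bounds plus 3 SD, cut at about 20% in these data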;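 note: 0% = DMSO wells while the 100% control is not disclosed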
Target sequence (O14672 214-748 limits assumed): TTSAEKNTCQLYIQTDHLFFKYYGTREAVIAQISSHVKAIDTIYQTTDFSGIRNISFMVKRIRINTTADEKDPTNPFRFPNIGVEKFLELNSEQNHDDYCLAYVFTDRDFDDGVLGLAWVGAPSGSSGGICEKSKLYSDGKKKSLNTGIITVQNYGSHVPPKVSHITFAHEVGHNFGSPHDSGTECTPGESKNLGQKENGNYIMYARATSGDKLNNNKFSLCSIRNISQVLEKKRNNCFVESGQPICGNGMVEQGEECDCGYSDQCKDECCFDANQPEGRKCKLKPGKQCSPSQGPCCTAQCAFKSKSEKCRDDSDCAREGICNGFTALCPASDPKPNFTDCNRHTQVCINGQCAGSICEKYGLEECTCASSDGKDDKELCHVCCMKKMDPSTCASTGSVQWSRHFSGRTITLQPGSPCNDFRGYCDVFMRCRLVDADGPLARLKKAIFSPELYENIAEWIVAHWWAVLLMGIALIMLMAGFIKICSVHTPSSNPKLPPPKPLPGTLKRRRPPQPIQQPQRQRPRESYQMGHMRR
DDE Tn7 FP inh = inhibitors of Tn7 peptide binding to fibrin DD(E), primary screen, biochemical, fluorescence polarization, human fibrin, Tn7 probe; AID 720508, 2013; 370,000 compounds, 0.13% hits; FP displacement of FITC-Tn7 peptide from fibrin DD(E); 0% = median of compound wells per plate; inhibition, % at 8.3 µM;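 active = inhibition above the mean of compounds falling within the control limits plus 3 SD of them, cut at about 14% in these data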;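 note: 0% = plate median of compound wells and 100% = 10 µM Aha-Tn7 peptide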
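Also added: labelled Tn7 tracer, 0.1 µM; Assay system: human fibrin DD(E) protein; Amount: 2 µM fibrin DD(E); Schedule: 10 min compound pre-incubation, 3 h probe incubation at room temperature; Repeats: one replicate per compound; Read-out basis: percent inhibition; Measured by: fluorescence polarization of the labelled Tn7 tracer.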
Tn6 DDE FP = inhibitors of Tn6 peptide binding to fibrin DD(E), primary screen, biochemical, fluorescence polarization, human fibrin, Tn6 probe; inhibition, % at 8.3 µM; Fibrin DD(E) TRITC-Tn6 fluorescence polarization displacement; 370,000 compounds, 0.21% hits; Fibrinogen beta chain (Homo sapiens), P02675;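 active = inhibition above a per-campaign cutoff: mean of compounds within control limits plus 3 SD, cut at about 15% in these data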;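 note: 0% = median of all compound wells on the plate and 100% = blocking peptide control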
KLK7 zymogen act = proKLK7 zymogen activators, primary screen, biochemical, fluorescence intensity | Kallikrein-7 (Homo sapiens), P49862 | purified proKLK7, EDANS-DABCYL substrate fluorescence; 100% is mature enzyme control, 0% vehicle | activation, % at 7 µM | 370,000 compounds, 0.9% hits | AID 652039, 2013;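 active = activation above the mean of all tested compounds plus 3 SD, computed per campaign excluding outliers beyond control limits, cut at about 13% in these data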
LEDGF integ inh = blockers of LEDGF/p75-dependent integrase strand transfer – biochemical, TR-FRET, high throughput, primary screen. HIV-1 integrase (with human LEDGF/p75). TR-FRET IN-LEDGF/p75 DNA integration, Eu/Cy5. inhibition, % at 3.7 µM. 370,000 compounds, 0.64% hits;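 active = inhibition above the screen-wide mean plus 3 SD, cut at about 13% in these data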;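 note: signal is the Cy5 over europium emission ratio at 671 and 618 nm; 0% = plate median of compound wells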
PLC-gamma1 inh = PLC-gamma1 enzyme inhibitors, primary screen, biochemical, fluorescence, purified enzyme; 1-phosphatidylinositol 4,5-bisphosphate phosphodiesterase gamma-1 (Homo sapiens), P19174; fluorogenic substrate; inhibition, % at 12.2 µM; 370,000 compounds, 0.84% hits; in the data active = inhibition above about 9.5%
ASAP1 GAP inh = inhibitors of human ASAP1 ArfGAP activity, primary screen, biochemical, fluorescence polarization; 360,000 compounds, 0.19% hits; inhibition, % at 16.5 µM; ASAP1-stimulated ARF1 GTP hydrolysis, GDP FP detection; Arf-GAP with SH3 domain, ANK repeat and PH domain-containing protein 1 (Homo sapiens), …; in the data active = inhibition above about 25%;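 note: 0% = vehicle with enzyme and substrate and 100% = no enzyme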
Active calls of the source: *; nt = no result given.

canonical_smiles	KLK7 zymogen act	ARFGAP1 inh	ADAM10 inh	TDP2 inh	ASAP1 GAP inh	ADAM17 inh	LEDGF integ inh	Tn6 DDE FP	DDE Tn7 FP inh	PLC-gamma1 inh
COCCNC(=S)N(CCCO)Cc1cc2cc3c(cc2[nH]c1=O)OCCO3	0.2	1	-424	-9	1	-103	-3	-1	5	-35
O=C(Cc1ccc2c(c1)OCCO2)Nc1cc(Cl)ccc1N1CCOCC1	-0.1	-10	-2	12	5	3	0	3	9	0
O=C(NCc1ccccc1)c1ccc(/C=N/O)nc1	-0.6	-4	5	6	3	0	1	9	0	4
CC1CN=C2C(C(=O)Nc3ccccc3)=C(O)CC(c3ccccc3)N21 (stereo not drawn)	0.6	7	-3	-3	-4	-1	-2	2	6	1
COc1ccccc1-c1cnc(C(O)c2ccc(CN3CCCC3)cc2)[nH]1 (stereo not drawn)	0.1	18	-3	4	-3	2	6	-7	-4	1
CC(C)NC(=O)N(C)C[C@H]1Oc2ccc(NC(=O)Nc3ccccc3)cc2C(=O)N([C@H](C)CO)C[C@@H]1C	0.6	3	-6	-9	5	0	-2	0	1	3
CCCCN(CC)C(=O)Cn1nc(Cc2ccncc2)c2ccccc2c1=O	-0.9	-6	-9	3	-3	-4	-4	-5	-6	4
CC(=O)Nc1ccc(NC(=O)c2ccc3c(c2)CCN3S(C)(=O)=O)cc1	0.3	-5	-3	2	-16	-3	1	1	3	-1
O=C(O)CCC(=O)Nc1cccc(C(=O)c2ccccc2)c1	0.1	7	3	-4	5	-2	-3	1	3	-1
O=C(NNC(=S)Nc1ccc(C(=O)O)c(O)c1)c1ccncc1	-0.1	-2	-5	-10	-4	1	-2	3	6	-1
Cc1ccc(C)n1-c1ccsc1C(=O)CC#N	-1.4	5	-10	-15	-6	0	4	-1	-9	-8
COCCCNCCOCCOc1ccc(Cl)cc1C(C)(C)C	-0.8	-10	-3	-3	-18	-2	0	8	0	2
CCN(CC)S(=O)(=O)c1ccc(NC(=O)c2ccc(N3CCCC3=O)cc2)cc1	0.5	8	-5	-3	-3	-3	-4	5	3	3
Cc1ccc(NC(=O)C2CCC(CNC(=O)[C@@H]3Cc4ccccc4CN3)CC2)c(C)c1 (stereo partly drawn)	0.1	-4	-11	4	11	-4	0	-1	0	-1
COC(=O)c1cccc(N2C(=O)C3CC=CCC3C2=O)c1 (stereo not drawn)	0.1	-12	1	-1	-1	-3	-1	-5	-1	6
COc1cccc2c(=O)c3c([nH]c12)OC(C)(C)C3	0.6	-3	1	-4	-1	-4	1	-4	5	1
Cc1cc(CNC(=O)COc2ccc(F)cc2Cl)cc(C)c1O	-0.3	10	-1	0	-3	-1	3	9	-2	3
COc1ccc(NS(=O)(=O)c2cccc(C(=O)NCc3ccccn3)c2)cc1	-0.2	10	-9	11	6	-6	1	-4	-7	-3
O=C(CSc1ccc(-c2ccncc2)nn1)N1CCCC1	0.5	-6	0	-7	-3	-1	6	5	-9	-1
CC(C)CN1C(=O)CSCC1(C)C(=O)NCc1ccccc1 (stereo not drawn)	0.3	0	-2	-3	-2	-2	1	7	-12	-1
CC1CCCCC12NC(=O)N(CC(=O)N1CCc3ccccc3C1)C2=O (stereo not drawn)	-1.0	-3	-1	-1	0	-1	8	-2	-5	-2
O=C1OC(CCl)CN1Cc1ccc([N+](=O)[O-])cc1 (stereo not drawn)	0.5	-3	-12	19	4	-3	0	-4	0	1
C[C@H](CO)N1C[C@H](C)[C@@H](CN(C)C(=O)Nc2cccc(C(F)(F)F)c2)OCc2cn(nn2)CCCC1=O	0.7	-6	-9	5	-12	-4	-1	2	10	-1
CCc1ccccc1NC(=O)NNC(=O)CCc1ccc(OC)cc1	-0.1	9	-8	2	-3	1	0	-8	-6	-1
CCOC(=O)/C(C#N)=C1/SC(CCO)C(=O)N1c1ccccc1 (stereo not drawn)	0.4	14	3	1	0	-1	-3	11	-10	0
COCCN(Cc1ccccc1)C(=O)c1cccc(S(=O)(=O)N2CCN(c3ccc(F)cc3)CC2)c1	0.3	9	8	-3	1	3	-4	2	2	-5
Cc1ccc(/C=C2\NC(=S)NC2=O)cc1[N+](=O)[O-]	0.3	7	4	-10	4	0	-2	9	5	1
S=c1[nH]nc(-c2ccco2)n1/N=C/c1cccc(Cl)c1Cl	0.1	-3	4	-1	-6	-1	0	3	3	-3
Cn1cnnc1SCC(=O)c1ccco1	0.4	1	1	6	14	0	-2	5	11	-1
COc1ccc(Cl)cc1NC(=O)CSc1nnc(CNC(=O)c2cccs2)o1	0.0	8	1	12	7	1	1	-5	-5	3
CCc1ccccc1NC(=S)N(CCN(C)C)C(C)c1ccccn1 (stereo not drawn)	0.3	-1	0	-4	-5	0	-2	13	10	1
COc1cccc2cc(C(=O)NCc3ccco3)c(=O)oc12	-1.9	-4	-5	8	10	-4	1	-2	-4	-19
NC(=O)NCCCC(=O)OCC(=O)c1ccc2ccccc2c1	-38	-7	-111	6	8	-37	1	-5	-3	-118
CC1(C)CC(O)C(C(O)c2cccc([N+](=O)[O-])c2)C(C)(C)N1 (stereo not drawn)	0.2	-4	-4	7	7	1	1	4	3	-1
COC(=O)/N=C/c1c(NCc2ccccc2)nc2c(C)cccn2c1=O	0.4	0	-150	-5	6	-39	4	-5	0	-62
CCc1nc(SCC(=O)NCCc2ccc(OC)c(OC)c2)c2c(=O)n(C)c(=O)n(C)c2n1	-0.2	1	-2	7	7	1	6	-7	1	0
COc1ccc2cc(C#N)c(SCC(=O)NNC(=O)Cc3ccccc3)nc2c1	-1.0	-3	-30	-11	10	-7	-1	1	0	-25
O=C(NCc1cnc2ccccn12)C1CCC(=O)N(Cc2cccc(F)c2)C1 (stereo not drawn)	-0.5	11	-34	1	5	-3	2	4	7	-5
COc1ccc(C2CC(=O)C3=C(C2)NC(C)=C(C(=O)Nc2ccccc2C)C3c2coc3ccc(C)cc3c2=O)cc1OC (stereo not drawn)	0.2	11	5	-11	0	0	1	-1	-10	2
CCCCN(C(=O)c1oc2ccc(OCC)cc2c1C)c1c(N)n(CC(C)C)c(=O)[nH]c1=O	0.1	-12	-29	7	-2	-8	-1	3	0	-9
CC(=O)NS(=O)(=O)c1ccc(NC(=O)C(C)NS(=O)(=O)/C=C/c2ccccc2)cc1 (stereo not drawn)	-0.8	8	-7	-2	4	-5	-1	0	-3	1
CN(C)S(=O)(=O)c1cccc(NC(=O)CNC2CCCCC2)c1	0.2	-4	-2	7	-8	-1	-1	4	6	4
C=CCOc1c(CNc2ccc3[nH]c(=O)[nH]c3c2)cccc1OC	1.5	-12	-15	5	-10	-10	4	2	-2	-8
CCOc1ccc(NC(=O)NCC2CCN(Cc3ccc(F)cc3)CC2)cc1	0.4	12	-2	-3	5	0	6	10	7	0
COCc1ccc(C(=O)NC2CCCc3c2cnn3-c2cc(C)cc(C)c2)s1 (stereo not drawn)	0.3	2	12	-11	3	2	-3	3	-4	-31
COCC(=O)N1CCC(Oc2ccc(C(=O)NCCCC3CCCC3)cc2)CC1	1.4	12	-13	-3	10	-1	0	6	-2	-1
COc1cc(OC)cc(-c2cc3ccc(OC)cc3cn2)c1	0.8	7	-6	-7	1	-2	0	-3	-4	0
CC(C)(C)OC(=O)N1CCCN(C(=O)Nc2cccc(Cl)c2)CC1	0.9	-3	9	-13	4	4	1	-7	-2	5
Cc1cc(C(=O)O)cc(S(=O)(=O)Nc2ccccc2C(=O)NC2CC2)c1C	0.3	7	-13	0	-15	-5	-3	5	2	-17
CCc1ccccc1NC(=O)/C(=C/c1ccccc1)c1ccccc1	0.4	8	2	0	6	1	5	-5	4	-2

Later entries.
canonical_smiles	KLK7 zymogen act	ARFGAP1 inh	ADAM10 inh	TDP2 inh	ASAP1 GAP inh	ADAM17 inh	LEDGF integ inh	Tn6 DDE FP	DDE Tn7 FP inh	PLC-gamma1 inh
Cc1ccc(C(=O)N2CCCC(C(F)(F)F)C2)cc1S(=O)(=O)N1CCOCC1 (stereo not drawn)	1.0	4	3	-12	-3	0	1	7	-5	2
CNS(=O)(=O)c1cccc(C(=O)OCC(=O)NC2CCCC2)c1	-0.5	-3	11	-23	4	8.9*	6	-2	5	9.6*
COc1ccc(S(=O)(=O)N2CCN(C(=O)C3COc4ccccc4O3)CC2)cc1 (stereo not drawn)	-0.1	1	-8	-5	-20	-5	-4	-2	-6	-1
CCC(=O)Nc1nc(C)c(Oc2ccccc2)c(=O)[nH]1	-0.3	-8	1	-1	8	-3	-3	6	8	-1
COc1ccc(-c2nc(NC(=O)C3CC(=O)N(Cc4ccco4)C3)sc2C)cc1 (stereo not drawn)	1.2	2	-4	-18	17	9.1*	5	6	4	-27
CCc1c(C(=O)C(C)O)c2n3c1CCC[C@@H]3CC2 (stereo partly drawn)	nt	nt	-11	1	nt	-6	-2	4	-1	-7
Cc1noc(C)c1COc1ccccc1C(=O)N(C)CC(=O)Nc1ccc(F)c(F)c1F	0.1	0	-2	8	-7	0	2	3	-6	1
CN1C(=S)SC(N2OC3C(=O)N(c4ccccc4)C(=O)C3C2c2ccccc2)C1(C)C (stereo not drawn)	0.3	5	3	-8	-1	2	-2	1	4	3
